PMI act hi M6P – activators of human phosphomannose isomerase at near-saturating mannose 6-phosphate; P34949; coupled PMI enzyme assay, resazurin fluorescence, 20 min; stronger effect = higher value; 1 = untreated enzyme, 0 = substrate-free blank; activation factor at 20 µM; 190,000 compounds, 0.34% hits; AID 1216;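 active = activation factor of 2 or more at 20 µM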
Target sequence (P34949 whole entry, looked up): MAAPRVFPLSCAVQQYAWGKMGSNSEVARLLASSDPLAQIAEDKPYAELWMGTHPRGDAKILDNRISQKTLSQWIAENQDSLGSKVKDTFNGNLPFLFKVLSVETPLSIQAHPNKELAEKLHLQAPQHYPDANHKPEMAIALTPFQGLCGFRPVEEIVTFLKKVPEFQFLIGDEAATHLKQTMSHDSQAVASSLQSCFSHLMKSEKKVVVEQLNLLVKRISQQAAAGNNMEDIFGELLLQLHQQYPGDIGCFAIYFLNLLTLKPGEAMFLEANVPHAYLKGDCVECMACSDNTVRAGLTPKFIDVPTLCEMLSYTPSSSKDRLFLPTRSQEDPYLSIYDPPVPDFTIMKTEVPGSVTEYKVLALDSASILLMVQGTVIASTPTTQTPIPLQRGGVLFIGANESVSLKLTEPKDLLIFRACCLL
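Test system: human phosphomannose isomerase with PGI, G6PDH, diaphorase coupling enzymes / Doses: 20 µM compound, 1% DMSO / Times: enzyme reaction with compound 20 min at room temperature / Measured by: Diaphorase-driven resazurin-to-resorufin fluorescence, excitation 544, emission 590 nm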
bIAP act – intestinal alkaline phosphatase (bovine) activation. activation factor at 20 µM. 200,000 compounds, 0.17% hits. purified bovine IAP, CDP-star luminescence, 30 min; stronger effect = higher value; fold of DMSO-control signal, blank-subtracted;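 active = activation factor of 2 or more at 20 µM, a signal rise over negative controls twice the positive control's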
bIAP inh – blocks bovine intestinal alkaline phosphatase activity | 190,000 tested, under 10 active | AID 1019 | inhibition, % at 20 µM | purified bovine IAP, CDP-star luminescence, 30 min;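 active = over 50% inhibition of intestinal alkaline phosphatase at 20 µM in the single-dose screen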
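System: Purified bovine intestinal alkaline phosphatase (IAP) enzyme | Input: IAP diluted 1/65,000,000 in the well | Also added: CDP-star chemiluminescent phosphatase substrate, 30 µM final | Dosing: 20 µM single dose | Times: Enzyme reaction for 30 min at room temperature | Detection: Luminescence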
Diaphorase inh – diaphorase inhibition or chemical oxidation counter-screen | diaphorase resazurin-to-resorufin fluorescence, NADH, 16 min; bacterial (C. kluyveri) enzyme, not human | inhibition, % at 20 µM | 190,000 compounds, 0.69% hits;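 active = primary screen inhibition at 20 µM above a set limit, cut at about 50% in these data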;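 also: plate controls were DMSO with full reaction for no effect and wells lacking NADH for full effect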
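System: Bacterial diaphorase enzyme (C. kluyveri) | Incubation: 16-min room-temperature incubation before reading | Benchmarks: No-NADH positive control and DMSO neutral control | Measured by: Resorufin fluorescence 544/590 nm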
PMI activator – activators of human phosphomannose isomerase | P34949 | purified human PMI, coupled resazurin fluorescence, 20 min; stronger effect = higher value; 1 = vehicle control, 0 substrate-free wells | activation factor at 20 µM | 190,000 compounds, 0.005% hits | AID 1214;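 active = activation factor of 2 or more at 20 µM, relative to plate controls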
L major viab – inhibitors of Leishmania major promastigote growth; Leishmania major promastigotes, resazurin fluorescence viability; inhibition, % at 10 µM; 200,000 compounds, 9% hits; AID 1063; in the data active = inhibition above about 50%;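 also: promastigotes grown with compound for 44 hours at 28 °C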
TNAP inh hiacc – inhibitors of human TNAP at high phosphate acceptor concentration; P05186; purified TNAP, CDP-star luminescence, 1 M DEA; inhibition, % at 20 µM; 200,000 compounds, 0.03% hits;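 active = over 50% inhibition of tissue-nonspecific alkaline phosphatase at 20 µM in the single-dose screen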;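 also: plate controls were DMSO wells for no effect and EDTA-quenched wells as full inhibition for full effect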
Target sequence (P05186 whole entry, looked up): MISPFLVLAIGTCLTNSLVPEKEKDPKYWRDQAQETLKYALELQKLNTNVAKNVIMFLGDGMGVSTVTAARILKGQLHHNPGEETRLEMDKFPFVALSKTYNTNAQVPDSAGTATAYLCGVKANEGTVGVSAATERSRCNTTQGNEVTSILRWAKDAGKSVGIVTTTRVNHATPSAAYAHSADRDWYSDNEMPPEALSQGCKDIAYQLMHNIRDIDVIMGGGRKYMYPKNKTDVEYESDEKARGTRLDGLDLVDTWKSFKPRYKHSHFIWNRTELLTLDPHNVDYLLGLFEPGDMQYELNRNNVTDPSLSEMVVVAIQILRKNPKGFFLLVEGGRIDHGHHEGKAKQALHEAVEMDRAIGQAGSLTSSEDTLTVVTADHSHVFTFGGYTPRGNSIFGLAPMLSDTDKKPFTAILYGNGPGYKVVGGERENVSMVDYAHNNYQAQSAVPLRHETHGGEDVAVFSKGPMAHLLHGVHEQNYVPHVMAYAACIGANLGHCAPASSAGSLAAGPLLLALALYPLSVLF
TNAP inh noacc – inhibitors of human TNAP without phosphate acceptor. inhibition, % at 20 µM. purified TNAP, CDP-star luminescence, 30 min. P05186. AID 1012. 200,000 compounds, 0.26% hits;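 active = tissue-nonspecific alkaline phosphatase inhibition above about 50% at 20 µM in the single-dose screen, limit read from the data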;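 also: 0% = DMSO negative control and 100% = EDTA positive control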
Diaph act CS – activates diaphorase or chemically reduces, flagging diaphorase assay artifacts | Diaphorase/resazurin coupled assay, resorufin fluorescence, 16 min; stronger effect = higher value; 1 = vehicle wells, 0 = NADH-free wells | activation factor at 20 µM | 190,000 compounds, 0.005% hits;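 active = diaphorase activity raised at least twofold by the compound at 20 µM; inactive = activation factor below 2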
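Material: Purified diaphorase enzyme from Clostridium kluyveri | Buffer or medium: 50 mM HEPES pH 7.4 with 4.542 mM MgCl2, 0.005% Tween 20 | Times: 16 min enzyme reaction, ambient temperature | Signal: Red resorufin fluorescence at 544/590 nm excitation/emission | Measure: Increased resorufin signal from activators or reducing compounds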
TNAP act hiacc – increases human TNAP activity under high phosphate acceptor concentration; P05186; purified TNAP, CDP-star luminescence, 1 M DEA, 30 min; stronger effect = higher value; 0 = EDTA background, 1 = DMSO-only activity; activation factor at 20 µM; 200,000 tested, under 10 active; AID 1136;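 active = activation factor at least 2 at 20 µM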
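Assay system: human TNAP; Input: enzyme diluted 1/800 final; Reagent: CDP-star luminogenic substrate at 100 µM final; Timing: 30 min, room temperature; Signal: luminescence; Evaluation: TNAP activation factor scaled between EDTA and DMSO control wells.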
* marks the source's active call; other numbers are inactive results; . = not tested or not shown. Hits appear at their usual frequency; overall some 10% were active at least once.

SMILES	PMI act hi M6P	bIAP act	bIAP inh	Diaphorase inh	PMI activator	L major viab	TNAP inh hiacc	TNAP inh noacc	Diaph act CS	TNAP act hiacc
CCOC(=O)N1CCN(CC(O)COc2ccccc2C(C)(C)C)CC1 (stereo unspecified)	0.9	1.2	-18	20	1	0	-4	-5	0.8	1
CC(c1ccncn1)N(C)Cc1nc(Cc2ccccc2F)no1 (stereo unspecified)	1.1	0.9	9	4	1	3	-6	-7	1	1.1
CCc1c(C(=O)N/N=C/c2cn[nH]c2-c2ccc(F)cc2)csc1C	1	1	1	3	0.9	0	-6	-13	1	1.1
COc1ccc2oc(=O)c(NC(=O)C3CCCCC3)cc2c1	1	0.9	8	5	1	-5	-2	-8	0.9	1
CCc1cc2ccc(C)cc2nc1SCC(=O)Nc1cc(C)on1	1	0.9	7	9	1	-2	-4	-10	0.9	1
CCOc1ccc(N2C(=O)c3ccccc3C2O)cc1 (stereo unspecified)	1.1	0.9	6	10	1.1	-8	-5	14	0.9	1
CN1C(=O)N(C)C2(c3ccccc3)Nn3c(s/c(=C/c4ccccc4)c3=O)=NC12c1ccccc1 (stereo unspecified)	1	0.9	6	7	1	-2	-5	-8	0.9	1
CC1CC(C)CN(C(=O)c2cccc(S(=O)(=O)Nc3cc(C(F)(F)F)ccc3Cl)c2)C1 (stereo unspecified)	1	1	-2	19	1	-6	0	-2	0.8	1
c1ccc2[nH]c(SCc3cn4ccccc4n3)nc2c1	1	1.4	-41	10	0.9	-1	-6	-178	0.9	1.1
COc1cc([N+](=O)[O-])cc(/C=N/N(CCC#N)C(C)=O)c1O	0.6	0.9	10	22	0.8	-4	17	17	0.8	0.8
Cc1ccccc1NS(=O)(=O)c1ccc(N2CCCC2=O)cc1	1	1	4	14	1	4	1	-11	0.9	1
COc1ccc(/C=N/NC(=O)c2nc(-c3ccccc3)cc(-c3ccccc3)n2)cc1O	0.9	0.8	23	25	0.8	99*	4	8	0.7	1
Cc1ccc(N(C(=O)c2cnccn2)C(C(=O)NC2CCCCC2)c2ccc(O)cc2)cc1 (stereo unspecified)	.	1	-3	.	.	-6	-1	-9	.	1
O=C(CSc1nnc2ccccn12)Nc1ccccc1C(=O)O	1.2	1	2	2	1.3	-2	-4	-10	1	1
CCCCNC(=O)OCC(CC)NC(=O)OC(C)C (stereo unspecified)	1	1	-1	18	1.1	-5	-10	-8	0.8	1.1
CCn1cc([N+](=O)[O-])c(C(=O)Nc2ccc3c(c2)OCCO3)n1	1	0.9	7	5	1.1	1	1	-9	1	1
CC(C)(C)c1ccc(/C=C2\SC(=O)N=C2N)cc1	1.1	0.9	11	-2	1.1	34	-1	-16	1	1
Cc1ccnc(NC(=O)CCC(=O)N(CC(=O)NC2CCCCC2)Cc2ccc3c(c2)OCO3)c1	1	1.2	-21	17	0.9	.	-5	-12	0.8	1.1
COCCNC(=S)NCc1cccs1	1	1.1	-9	9	1	14	2	-12	0.9	1
COc1ccc(N(CC(=O)Nc2cccc(SC)c2)S(C)(=O)=O)cc1Cl	0.9	1	-2	19	1	17	-5	-7	0.8	1.1
COc1ccc(S(=O)(=O)N/N=C(/C)c2cccc(NC(=O)c3ccccc3Cl)c2)cc1	0.9	0.9	5	27	0.9	97*	-6	-14	0.7	1.1
O=C(OCc1ccccc1F)c1ccc2c(c1)OCCO2	1	1	2	12	1	0	-6	-5	0.9	1.1
Cc1ccc(CCNC(=O)CN2C(=O)COc3ccccc32)cc1	0.9	1	1	21	0.9	-4	-5	-13	0.8	1.1
Cc1cccc(C2=N/C(=C\c3cccnc3)C(=O)O2)c1	1	0.9	8	4	1	1	-2	-7	1	1
CCCCn1c(SCC(=O)Nc2nccs2)nc2ccccc2c1=O	1	0.9	8	-2	1	-2	5	-2	1	1

The closing four compounds of the section above are carried over, then new ones follow.
SMILES	PMI act hi M6P	bIAP act	bIAP inh	Diaphorase inh	PMI activator	L major viab	TNAP inh hiacc	TNAP inh noacc	Diaph act CS	TNAP act hiacc
O=C(OCc1ccccc1F)c1ccc2c(c1)OCCO2	1	1	2	12	1	0	-6	-5	0.9	1.1
Cc1ccc(CCNC(=O)CN2C(=O)COc3ccccc32)cc1	0.9	1	1	21	0.9	-4	-5	-13	0.8	1.1
Cc1cccc(C2=N/C(=C\c3cccnc3)C(=O)O2)c1	1	0.9	8	4	1	1	-2	-7	1	1
CCCCn1c(SCC(=O)Nc2nccs2)nc2ccccc2c1=O	1	0.9	8	-2	1	-2	5	-2	1	1
CCN(CC)S(=O)(=O)c1ccc(OC)c(NC(=S)Nc2cccc(C)c2)c1	0.9	0.9	7	7	0.8	98*	4	-16	0.9	1
Cc1cc(C(=O)N2CCN(c3ncccn3)CC2)cs1	1	0.9	9	1	1	-2	-3	-1	1	1
O=C(COC(=O)/C=C/c1ccc(Cl)cc1)Nc1ccccc1-c1ccccc1	0.9	1	0	19	0.8	-6	-2	-16	0.8	1
CCOC(=O)N1CCN(Cc2nc(N)nc(Nc3ccc(OC)cc3)n2)CC1	1.1	1.1	-9	-7	1.1	7	-5	-3	1.1	1.1
CC(=O)C1=C(S(=O)(=O)c2ccc(C)cc2)CS(=O)(=O)C1	0.6	1	2	12	0.5	5	-2	-6	0.9	1
Cc1ccc(C2CC(=O)NC(SCc3ccccc3)=C2C#N)cc1 (stereo unspecified)	0.9	1	-4	8	1	61*	-4	-10	0.9	1
O=C(CSc1nnc(CNc2ccc(F)cc2)n1Cc1ccco1)NC1CC1	0.9	1	0	8	1	-2	1	-4	0.9	1
Cc1ccc2c(c1)NC(=O)C(CC(=O)NCc1ccc(F)cc1)O2 (stereo unspecified)	1.1	1	-1	0	1	-4	-8	-15	1	1.1
COc1ccc(-n2c(CNC(=O)COc3ccc(Cl)cc3Cl)n[nH]c2=S)cc1	1	1.3	-30	36	1	-7	-1	-11	0.6	1
CCN(CC)CCNC(=O)Cn1nc(-c2ccc(C)cc2)ccc1=O	1	1	-2	6	1	-4	-2	3	0.9	1
CCOC(=O)N1CCN(C(=O)COc2ccc(Cl)cc2C)CC1	1	0.9	6	12	1	-3	-8	-12	0.9	1.1
COc1cc(C(=O)N2CCN(c3ncnc4sc(C)c(C)c34)CC2)cc(OC)c1OC	0.9	1	-2	17	0.9	-5	-3	-43	0.8	1
COc1ccc(N2CCn3c2nc2c3c(=O)n(CCc3ccccc3)c(=O)n2C)c(OC)c1	0.8	0.9	10	17	0.9	1	-3	-9	0.8	1
O=C(NCc1ccccc1)c1noc2c1CCCCC2	0.8	1	4	14	0.9	-4	-5	-5	0.9	1.1
CCOC(=O)Cn1c(N2CCCCCC2)nc2c1c(=O)[nH]c(=O)n2C	1	0.9	7	18	1	-1	-8	-14	0.8	1.1
O=C(O)c1cccn1Cc1ccccc1F	1	1	-2	18	1	7	-4	-11	0.8	1
CC1(C)Cc2c(c(N3CCOCC3)nc3snc(NC(=O)c4ccccc4)c23)CO1	1.1	1	2	9	1.1	-1	-5	-8	0.9	1.1
COC(=O)C1=C(Nc2ccc(C)cc2)C=C(C)C(C(=O)OC)C1c1ccc(F)cc1 (stereo unspecified)	0.9	0.9	5	13	0.9	52*	0	-8	0.9	1
CCc1ccccc1SCc1noc(C(=O)NCC2CCCO2)c1C(=O)O (stereo unspecified)	1.1	0.9	6	9	1	-5	-1	-8	0.9	1
Clc1ccc2nc(CSc3ncn[nH]3)cn2c1	0.9	1.1	-11	19	0.9	3	2	-28	0.8	1
O=c1[nH]c2sc3c(c2c2nncn12)CCCC3	1.1	0.9	12	10	1.2	0	0	-8	0.9	1
CCOC(=O)c1cc(C#N)c(Oc2ccccc2)nc1-c1ccccc1	1	0.9	9	3	1	2	11	2	1	0.9
O=C1C(Cl)=C(NC2CCCCC2)C(=O)N1Cc1ccccc1	1.1	0.7	26	-2	1.1	-7	-3	-11	1	1
CCN1CCCC1CNC(=O)c1csc2c1CCCC2 (stereo unspecified)	0.9	1	3	8	0.9	11	0	-12	0.9	1
CC1=C(C(=O)Nc2ccc(C)cc2)C(c2ccco2)NC(=O)N1 (stereo unspecified)	1.1	0.8	23	5	1.1	-2	-4	-13	0.9	1
The list continues.
SMILES	PMI act hi M6P	bIAP act	bIAP inh	Diaphorase inh	PMI activator	L major viab	TNAP inh hiacc	TNAP inh noacc	Diaph act CS	TNAP act hiacc
C=CCn1c(SCC#N)nc2ccccc2c1=O	1	0.9	8	-7	1.1	5	-10	2	1.1	1.1
CCCCC(C(=O)OCC)C(N)Cc1ccc(F)cc1 (stereo unspecified)	1.2	1.1	-14	-22	1.4	7	-6	-2	1.2	1.1
Cc1cn2c(-c3ccc(Cl)cc3)nnc2s1	0.9	0.9	5	7	0.9	2	2	-11	0.9	1
CCOc1c(C(N)=O)cc([N+](=O)[O-])cc1[N+](=O)[O-]	1	0.5	49	17	0.9	-3	1	-11	0.8	1
Cc1noc(C)c1S(=O)(=O)Nc1ccc(C(=O)NCc2ccccc2)cc1	1.2	0.9	8	12	1.2	6	-8	-16	0.9	1.1
COc1ccc(N2CCN(CC(=O)NCc3ccccc3)CC2)cc1	0.7	1.2	-19	4	0.9	-1	0	-5	1	1
Cn1c(Cn2c(=O)sc3ccccc32)nnc1SCC(=O)N1CCc2ccccc21	1	0.9	5	9	1	-3	1	-6	0.9	1
Cc1nn(-c2ccccc2)c(C)c1/C=N/NC(=O)c1ccccc1NS(=O)(=O)c1cccs1	1.1	1	-1	12	1	-4	-2	-3	0.9	1
Clc1ccc(-c2cnc3ccccc3n2)cc1	1	1.1	-7	4	1	-9	1	-12	1	1
COC(=O)c1cc2sccc2n1CC(=O)N(C)c1ccccc1	0.9	1	-1	24	0.9	-5	-1	-1	0.8	1
CCOC(=O)CSc1nc2ccc(Nc3nc(N4CCOCC4)nc(N4CCOCC4)n3)cc2s1	0.9	1	1	15	0.9	20	-1	-4	0.9	1
CC(C)C(NC(=O)OCc1ccccc1)C(=O)OCC(=O)N1C(C)CCCC1C (stereo unspecified)	1	1.1	-8	8	0.9	8	-3	-9	0.9	1
O=C(Oc1cccc2cccnc12)c1cccs1	0.9	1.1	-7	13	0.9	100*	-2	-9	0.9	1

Two records drawn at random from those above, as already listed:
SMILES	PMI act hi M6P	bIAP act	bIAP inh	Diaphorase inh	PMI activator	L major viab	TNAP inh hiacc	TNAP inh noacc	Diaph act CS	TNAP act hiacc
CCCCC(C(=O)OCC)C(N)Cc1ccc(F)cc1 (stereo unspecified)	1.2	1.1	-14	-22	1.4	7	-6	-2	1.2	1.1
CCOC(=O)CSc1nc2ccc(Nc3nc(N4CCOCC4)nc(N4CCOCC4)n3)cc2s1	0.9	1	1	15	0.9	20	-1	-4	0.9	1
